TRPV1 ag – HTS Assay for Compounds that Act as Agonists of the Vanilloid Receptor 1; Transient receptor potential cation channel subfamily V member 1 (Homo sapiens), Q8NER1; TRPV1-expressing cells, Fluo-8 calcium influx, agonist mode; activation, % at 8.33 µM; 0.19% of 320,000 active; in the data active = activation above about 80%; inconclusive = between about 30% and that limit; also: 0% is about no effect
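Fluo-8 calcium influx in TRPV1-expressing cells, kinetic read (ex 480/em 520 nm). Compound added and read 3 min for agonist activity, followed by capsaicin at EC20 final and 2 min further read for enhancement.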
Mito fusion act – qHTS Assay for Small Molecule Inhibitors of Mitochondrial Division or Activators of Mitochondrial Fusion; 0.23% of 320,000 active; S. cerevisiae fusion-defective mutant growth rescue, CellTiterGlo 48 h; Potency, µM (top dose mostly 46.1 µM), for the others: at the highest dose growth rescue (activation), most hits filed as activators;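 also: potency is read from the fitted curve at half-maximal effect; % of control where 0% means no effect; nearly all actives have a fitted effect of over 45% in size; temperature-sensitive fusion mutants such as fzo1-1 at 37 °C on non-fermentable ethanol glycerol medium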
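Compounds are tested for their ability to restore growth of mitochondrial fusion-defective yeast strains at non-permissive 37C in YPEG medium over 48 hours. Viability is quantified by luciferase luminescence.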
TCR activator – Activators of T cell receptors: qHTS campaign | primary human leukocytes, anti-CD3, IL-2 HTRF, 48 h | Potency, µM (doses to about 9.22 µM), for the others: at the highest dose activation of IL-2 secretion, usual class: activators | 330,000 tested, under 10 active | AID 504894, 2011; also: % of control where 0% means no effect
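IL-2 release read by HTRF sandwich (Eu cryptate donor, d2 acceptor, 665 nm emission) after 48 hr exposure of primary human leukocytes to compound together with anti-CD3 beads in the absence of co-stimulatory signals.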
KCNH2 WT inh – qHTS for Inhibitors of KCHN2 3.1: Wildtype qHTS | U2OS, BacMam KCNH2, thallium flux FluxOr; stronger effect = lower value | activity change, % at 1.84 µM | 0.37% of 340,000 active | Voltage-gated inwardly rectifying potassium channel KCNH2 (Homo sapiens), Q12809;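 active = maximum activity change below -70%; inconclusive = maximum activity change between -70% and -50%; inactive = maximum activity change above -50%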; also: % is scaled to controls: 0 for no effect and ±100 for the full control effect
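U2OS cells were transduced with wild-type KCNH2 virus (2.03 x 10^8 / mL) for 4 h at room temperature, then cultured overnight at 37 C. Thallium flux was read with FluxOr dye. Rate constants were normalized to DMSO controls.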
KCNH2 3.1 block – qHTS for Inhibitors of KCHN2 3.1: Mutant qHTS. U2OS KCNH2 3.1, thallium flux FluxOr; stronger effect = lower value. activity change, % (tested at about 1.8 µM). 0.95% of 340,000 active. Potassium voltage-gated channel subfamily H member 2, brain isoform KCNH2 3.1 (human);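 active = maximum activity change below -70%; inconclusive = maximum activity change from -70% to -50%; inactive = maximum activity change above -50%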;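 also: thallium influx rate constant from kinetic fluorescence after stimulation buffer; % is scaled to controls: 0 for no effect and ±100 for the full control effect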
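U2OS cells transduced with KCNH2 3.1 mutant virus (1.77 x 10^8 /mL, 4 h), plated overnight at 37 C, loaded 45 min with FluxOr dye plus Red40 quencher. Thallium flux rate constant from kinetic reads after stimulation buffer, normalised to controls.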
ELG1 DNA repair – qHTS screen for small molecules that inhibit ELG1-dependent DNA repair in human embryonic kidney (HEK293T) cells expressing luciferase-tagged ELG1. HEK293T ELG1-luciferase reporter, luminescence, 16 h; DNA damage induced by 5-fluorouridine. Potency, µM (top dose mostly 46.1 µM), for inactives: top-dose activity change, negative = inhibition, usual class: inhibitors. 2.3% of 330,000 active. AID 504467, 2011; also: potency is read from the fitted curve at half-maximal effect; % is scaled to controls: 0 for no effect and ±100 for the full control effect; nearly all actives have a fitted effect of over 55% in size
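Luminescence from the luciferase reporter, measured 30 min after ONE-Glo reagent at room temperature, was the read-out. Beforehand, 2,000 cells per well were exposed for 16 hr at 37 °C to 5-fluorouridine together with compound or vehicle.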
AT treatment – qHTS Assay for Identifying a Potential Treatment of Ataxia-Telangiectasia | […] A-T fibroblasts, KAP-1 phosphorylation AlphaLISA; neocarzinostatin DNA damage 30 min before lysis | Potency, µM (series often up to 57.5 µM), inactives show top-dose activation, actives largely listed as activators | 0.19% of 320,000 active | AID 485349, 2010; also: potency is read from the fitted curve at half-maximal effect; % of control where 0% means no effect; nearly all actives have a fitted effect of over 45% in size
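ATM-like activity read as KAP-1 phosphorylation via AlphaLISA donor/acceptor antibody pairs after lysis and 6 hr at 25C. Cells were ATM-null patient fibroblasts ([…], hTERT), dosed 60 min, then exposed to the DSB inducer NCS for 30 min.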
TSHR antag – Antagonists of the Thyroid Stimulating Hormone Receptor: HTS campaign; 0.2% of 330,000 active; activity change, negative = inhibition, % at 11.5 µM; TSHR-expressing cells, TSH-stimulated cAMP HTRF, 2 h; stronger effect = lower value;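 active = activity change below a set negative limit, meaning inhibition stronger than a set level, cut at about -70% in these data; inconclusive = activity change between two set negative limits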; also: % is scaled to controls: 0 for no effect and ±100 for the full control effect
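TSHR-expressing cells were treated with compounds, then stimulated with TSH at EC80 (4nM final) for 2 hours at 37 deg C. Cellular cAMP was measured by HTRF competition between lysate cAMP and cAMP-d2 for a cryptate-labelled anti-cAMP antibody.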
Eya2 phos inh – qHTS Assay for Inhibitors of the Phosphatase Activity of Eya2; AID 488837, 2010; Protein phosphatase EYA2 (Homo sapiens), O00167; 0.006% of 330,000 active; recombinant Eya2, OMFP fluorescence dephosphorylation (OMFP is methylfluorescein phosphate); Potency, µM (doses to about 76.9 µM), inactives show at the top dose activity, negative = inhibition, usual class: inhibitors; also: potency is read from the fitted curve at half-maximal effect; % is scaled to controls: 0 for no effect and ±100 for the full control effect
Target sequence (O00167 whole entry, looked up): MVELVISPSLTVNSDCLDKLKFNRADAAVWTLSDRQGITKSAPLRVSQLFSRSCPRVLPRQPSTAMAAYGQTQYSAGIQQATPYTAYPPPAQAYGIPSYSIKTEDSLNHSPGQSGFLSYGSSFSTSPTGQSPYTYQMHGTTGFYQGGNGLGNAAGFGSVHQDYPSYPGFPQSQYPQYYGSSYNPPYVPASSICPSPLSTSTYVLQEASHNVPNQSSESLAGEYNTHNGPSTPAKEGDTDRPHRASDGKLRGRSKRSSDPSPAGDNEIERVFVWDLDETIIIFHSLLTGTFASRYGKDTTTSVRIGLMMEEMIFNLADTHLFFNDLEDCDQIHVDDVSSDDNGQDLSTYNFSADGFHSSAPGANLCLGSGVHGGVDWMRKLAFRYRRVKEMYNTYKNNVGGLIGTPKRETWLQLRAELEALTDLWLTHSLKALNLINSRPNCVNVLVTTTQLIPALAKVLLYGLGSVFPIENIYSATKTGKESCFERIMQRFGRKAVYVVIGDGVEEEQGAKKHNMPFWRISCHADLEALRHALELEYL
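Eya2 protein (added as 0.2 uM solution) was preincubated with compound for 10 min at ambient temperature in 50 mM HEPES pH 7.5, 50 mM NaCl, 5 uM MgCl2, 0.05% BSA, 1 mM DTT. OMFP (added at 50 uM) then reacted 10 min; fluorescence read at 485/525 nm.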
USP2a inh – qHTS Assay for Inhibitors of Ubiquitin-specific Protease USP2a Using CHOP2 as the Reporter; USP2 core, Ub-CHOP2 coupled fluorogenic reporter, 485/531; Potency, µM (doses to about 38.3 µM), for the others: top-dose activity change, negative = inhibition, actives largely listed as inhibitors; 0.01% of 330,000 active; AID 463254, 2010;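 also: potency is read from the fitted curve at half-maximal effect; plate controls were DMSO wells for no effect and full inhibition by NEM control for full effect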
Target sequence (O75604 whole entry, looked up): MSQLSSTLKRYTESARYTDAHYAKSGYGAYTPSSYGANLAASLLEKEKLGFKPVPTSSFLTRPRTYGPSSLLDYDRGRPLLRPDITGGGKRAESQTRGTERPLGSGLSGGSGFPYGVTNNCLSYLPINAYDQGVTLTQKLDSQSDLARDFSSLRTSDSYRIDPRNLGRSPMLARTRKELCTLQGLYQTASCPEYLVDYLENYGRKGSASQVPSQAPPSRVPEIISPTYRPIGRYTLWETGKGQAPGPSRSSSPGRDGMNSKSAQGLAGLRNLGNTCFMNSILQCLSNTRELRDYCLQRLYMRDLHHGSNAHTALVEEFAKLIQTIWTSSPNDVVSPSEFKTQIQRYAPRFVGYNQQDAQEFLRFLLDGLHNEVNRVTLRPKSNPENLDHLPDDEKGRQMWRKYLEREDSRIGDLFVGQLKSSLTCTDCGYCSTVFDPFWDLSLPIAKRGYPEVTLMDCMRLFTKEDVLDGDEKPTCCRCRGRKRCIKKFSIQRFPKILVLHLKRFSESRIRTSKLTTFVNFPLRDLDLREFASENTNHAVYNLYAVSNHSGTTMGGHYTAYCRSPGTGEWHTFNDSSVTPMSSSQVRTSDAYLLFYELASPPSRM
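Deubiquitinase activity read as fluorescence (485/531 nm) after Ub-CHOP2 cleavage activates the enterokinase reporter on its substrate; USP2 core 10nM, Ub-CHOP2 and substrate 25nM each, 30min compound preincubation then 60min RT; data normalized to NEM, curves fitted.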
An asterisk follows results filed as active; ? = inconclusive; nt = not tested or not shown; [ ] = another dose, or the depositor's remark. Unless noted, calls follow the shape of the dose curve; as a rule, active = well fitted curve in the direction sought with a large enough effect; inconclusive = small, poorly fitted or top-dose-only effect, or another doubt; inactive = no such curve, though single readings can be large; an effect the other way counts as inactive or inconclusive. Some of the compounds tested; count on the stated rates, not on these rows.

entry	mol	TRPV1 ag	Mito fusion act	TCR activator	KCNH2 WT inh	KCNH2 3.1 block	ELG1 DNA repair	AT treatment	TSHR antag	Eya2 phos inh	USP2a inh
1	CCOc1cc(/C=C2/C(=N)N3C(=NC2=O)SN=C3S(C)(=O)=O)ccc1OC(=O)c1ccco1	-3	-1%	10%	2	0	10%	-25%	-4	11%	4%
2	Cc1ccc(SCCOCCN2CC(C)OC(C)C2)cc1 (stereo not drawn)	-13	21%	-2%	13	4	-10%	10%	-15	6%	2%
3	CCC/C(=C1/c2ccccc2C(=O)N1c1ccccc1)c1ccc2[nH]ccc2c1	nt	nt	1%	-15	-23	-20%	2%	-34	13%	1%
4	COc1ccc(-c2nn(-c3ccccc3)cc2/C=C(\CC(=O)O)c2nc3ccccc3s2)cc1OC	2	-5%	2%	-9	-6	1%	-4%	0	-1%	-7%
5	O=c1[nH]c(C2CCN(S(=O)(=O)c3ccc(F)cc3)CC2)nc2c1nnn2Cc1ccc2c(c1)OCCO2	4	-6%	-6%	17	10	26µM*	-9%	-7	-14%	-3%
6	O=C(Nn1c(Cc2cccs2)nc2ccccc2c1=O)c1cccs1	4	-7%	5%	-6	6	-12%	-1%	-5	-6%	1%
7	Cc1cc(NC(=O)CSc2nnc(-c3ccncc3)n2Cc2ccccc2)n(-c2ccccc2)n1	2	3%	12%	29	7	-8%	5%	-3	-3%	-1%
8	COC(=O)CCC(=O)NC(=S)Nc1ccc(S(=O)(=O)Nc2cc(C)on2)cc1	-7	0%	-4%	-5	6	20%	-4%	15	-12%	0%
9	Cc1cc(NC(=O)c2ccccc2)ccc1NC(=O)c1ccccc1Cl	7	-1%	-2%	-13	-6	1%	6%	-4	1%	4%
10	CCN(CC)S(=O)(=O)c1ccc2nc(CCl)[nH]c2c1	0	-1%	-7%	18	-7	-9%	-2%	1	-4%	1%
11	S=c1[nH]nc(CN2CCCCC2)n1Cc1ccccc1	4	8%	4%	-6	-1	-22%	3%	9	8%	4%
12	O=C(CSc1ncnc2scc(-c3ccccc3)c12)Nc1ccc(C(=O)O)cc1	-6	5%	-5%	1	-3	24%	5%	-14	-6%	-5%
13	O=[N+]([O-])c1cc(/C=N\Nc2ccccn2)ccc1Cl	-1	1%	-6%	2	-10	10%	-12%	6	-1%	2%
14	Cc1cccc(NC(=O)c2ccccc2NC(=O)Cc2ccccc2)c1C	19	-2%	-1%	-6	-6	1%	-3%	43	-14%	-2%
15	Cc1ccc(C2(C(F)(F)F)NC(=O)N3CCN=C3S2)cc1 (stereo not drawn)	0	1%	3%	8	11	-20%	-4%	13	4%	-3%
16	COc1cccc(C2=NOC(C(=O)Nc3cccc(C(C)=O)c3)C2)c1 (stereo not drawn)	-9	4%	nt	-27	2	?	13%	28	-31%	4%
17	Cc1cccnc1NC1CCCCC1	4	5%	20%	nt	-13	19%	-3%	5	10%	2%
18	O=C(/C=C/c1ccccc1)N1CCN(C(=O)c2ccco2)CC1	1	-1%	1%[46.1 µM]	1	-96*	18%	-1%	23	1%	2%
19	COC(=O)c1cc(C(=O)OCC(=O)c2ccc3c(c2)NC(=O)CO3)cc([N+](=O)[O-])c1	-1	-4%	3%	-1	-33	6%	2%	-6	18%	6%
20	Cc1cc(C)n(CCCNC(=O)c2ccc(C)o2)n1	-2	1%	2%	-4	-7	10%	2%	3	9%	0%
21	Cc1cc(O)c(Sc2ncn[nH]2)cc1NS(=O)(=O)c1ccc(Cl)cc1	11	6%	-1%	-3	2	-3%	4%	-16	-5%	0%
22	COc1cc(/C=N/NC(=O)C(=O)N2CCCCCC2)ccc1O	3	-2%	nt	3	7	0%	-6%	6	-21%	-2%
23	O=C(Cn1cnc2c(nnn2Cc2ccc(F)cc2)c1=O)N1CCCCC1	4	0%	2%	4	17	?	-3%	8	12%	0%
24	COc1ccccc1-n1ccnc(SCC(=O)NC2CCCC2)c1=O	-3	4%	6%	-5	6	?	-1%	-12	6%	0%
25	O=C(c1cc(Sc2cccc(Cl)c2)nc2ccccc12)N1CCN(c2ccccn2)CC1	8	3%	1%	1	-6	21µM*	nt	-6	-5%	-6%
26	Cn1c(=O)oc2cc(S(=O)(=O)Nc3ccccc3F)ccc21	-3	4%	5%	-6	1	-10%	0%	-6	-2%	5%
27	Cc1ccccc1C#N	3	-4%	2%	-2	31	17%	1%	4	-5%	1%
28	O=C(NC(CSCc1ccccc1)C(=O)N/N=C/c1ccc(O)cc1O)c1ccc([N+](=O)[O-])cc1 (stereo not drawn)	?	5%	6%	-31	-15	?	0%	-10	14%	1%
29	O=C(COC(=O)Cc1ccccc1F)NCc1ccc(Cl)cc1	nt	nt	2%	-2	-13	13%	12%	-6	4%	3%
30	Nc1nc(Nc2ccc(Cl)cc2)nc2ccccc12	-5	7%	9%	11	-8	?	1%	-2	11%	2%

Carrying on:
entry	mol	TRPV1 ag	Mito fusion act	TCR activator	KCNH2 WT inh	KCNH2 3.1 block	ELG1 DNA repair	AT treatment	TSHR antag	Eya2 phos inh	USP2a inh
31	Cn1c(N/N=C/c2cccs2)cc(=O)n(C)c1=O	-1	-1%	-2%	-9	-4	-10%	-2%	0	38%	6%
32	OC(CNCc1ccc(F)cc1)(c1ccc(F)cc1)c1ccc(F)cc1	6	-8%	-5%	2	nt	-20%	-2%	22	5%	1%
33	O=C(CSc1nnc(Cc2ccccc2)n1Cc1ccco1)NC1CCCC1	3	1%	4%	-17	-12	-14%	-6%	16	8%	-5%
34	CCOc1ccc(S(=O)(=O)N(CC(=O)N/N=C/c2ccc(-c3ccc([N+](=O)[O-])cc3)o2)c2ccccc2)cc1	-1	-2%	-2%	-22	-26	?	-1%	1	-2%	-3%
35	CCN1CCN(CCC(=O)Nc2ccc(C)cc2)CC1	0	0%	0%	-6	0	-3%	-1%	0	-2%	0%
36	Cc1cccc(NC(=O)CCNS(=O)(=O)c2cccc3nsnc23)c1C	-3	-5%	-3%	-11	3	-5%	5%	7	-5%	2%
37	COc1ccc(Nc2nc(Cl)nc(NCc3ccco3)n2)c(OC)c1	-1	-2%	-1%	-4	-2	-17%	-5%	-5	12%	3%
38	COC(=O)N/N=C/c1cn(CCOc2cccc(OC)c2)c2ccccc12	0	3%	12%	3	-24	-14%	0%	-3	-18%	-4%
39	COC(=O)c1ccc(CSc2nc3c(cnn3-c3ccc(C)cc3)c(=O)[nH]2)o1	0	1%	4%[46.1 µM]	-5	-12	-3%	3%	-7	2%	-2%
40	CN(C)c1ccc(S(=O)(=O)N2CCCCC2)cc1NC(=O)C1=NN(c2ccccc2)C(=O)CC1	2	0%	5%	-11	-8	9%	2%	-12	-4%	1%
41	O=C(Nc1ccc(S(=O)(=O)N2CCCCC2)cc1)c1ccc(CN2CCc3ccccc3C2)cc1	0	0%	13%	?	?	12%	-2%	-46	2%	-3%
42	CC(=O)Nc1cccc(/C(C)=N/NC(=O)c2ccc3c(c2)OCO3)c1	-2	1%	0%	3	-3	?	0%	-5	-8%	4%
43	Cc1ccc([N+](=O)[O-])cc1N=Nc1c(C)[nH]n(C(N)=S)c1=O	1	-5%	1%	-5	-7	-2%	14%	-11	-6%	2%
44	CCCn1nnc(NC(=O)C(C)Oc2ccc(Cl)cc2Cl)n1 (stereo not drawn)	7	-7%	-2%	0	19	0%	1%	?	1%	0%
45	C#CCOCCOCCOCCNc1nc(N2CCN(C(=O)CCCCCCCCCCNC(=O)Cn3cc(C[C@@H](C)O)nn3)CC2)nc(N2CCN(C(=O)CCCCCCCCCCNC(=O)Cn3cc(C[C@@H](C)O)nn3)CC2)n1	-2	-3%	5%	5	-1	?	16%	-17	8%	-2%
46	Cc1oc(-c2ccc(Cl)cc2)nc1CS(=O)CC(=O)NCCCN1CC(C)CC(C)C1 (stereo not drawn)	1	-2%	-24%	-2	-15	12%	4%	4	-4%	3%
47	Cc1cccc(C(=O)OCC(=O)N2CCN(C(=O)c3ccco3)CC2)c1O	nt	nt	4%[46.1 µM]	12	8	0%	5%	-5	-4%	1%
48	NC(=O)CSc1nc2scc(-c3ccco3)c2c(=O)n1-c1ccccc1	-3	3%	-2%	21	5	-14%	-6%	-9	3%	-1%
49	O=C(CSc1nc2ccccc2o1)N1c2ccccc2Sc2ccc(Cl)cc21	2	4%	-1%	-12	-35	0%	9%	-20	10%	0%

Screening data: PubChem BioAssay, National Center for Advancing Translational Sciences (NCATS)
